Screens from PubChem BioAssay.
TAAR1 antagonist – human TAAR1 antagonism; CHO RD-HGA16 TAAR1, Fluo-8 calcium fluorescence, antagonist; actives 1.5% (n = 360,000); AID 624466; inhibition, % at 3 µM;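 active = inhibition above a per-plate cutoff, the mean inhibition of test compounds on that plate plus 3 SD, cut at about 49% in these data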;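 also: 0% = DMSO plus EC80 beta-PEA response and 100% = DMSO alone without agonist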
Target sequence (Q96RJ0 whole entry, looked up): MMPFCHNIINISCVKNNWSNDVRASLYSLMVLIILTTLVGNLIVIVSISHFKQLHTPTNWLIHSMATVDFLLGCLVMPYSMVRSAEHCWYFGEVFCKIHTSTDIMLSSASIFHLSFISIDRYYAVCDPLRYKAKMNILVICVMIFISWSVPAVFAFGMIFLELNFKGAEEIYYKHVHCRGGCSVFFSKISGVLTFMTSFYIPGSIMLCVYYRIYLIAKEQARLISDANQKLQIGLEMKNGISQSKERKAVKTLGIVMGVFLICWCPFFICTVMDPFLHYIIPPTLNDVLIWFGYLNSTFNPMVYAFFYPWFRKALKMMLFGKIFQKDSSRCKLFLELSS
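Test system: CHO RD-HGA16 cells bearing hTAAR1 | Reagent: β-PEA, EC80 | Compound dosing: 3 µM, single point | Schedule: Dye loading 75 min at 37 °C, then 30 min room temperature | Signal: Calcium fluorescence with Fluo-8 | Evaluation: Percent inhibition of PEA-evoked calcium signal, max/basal emission ratio | Control set: DMSO-only wells and EC80 β-PEA-stimulated wells | Repeats: Singlicate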
CHRM1 agonist – activates human CHRM1 receptor; CHO-K1 hM1, Fluo-8 calcium fluorescence, agonist mode; 0% DMSO, 100% acetylcholine EC100; activation, % at 3 µM; actives 0.33% (n = 360,000); AID 588814;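 active = activation above the run's mean compound activation plus 3 SD, cut at about 16% in these data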;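 also: peak over basal fluorescence ratio within a 140 s kinetic read after compound addition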
CHO parental Ca – counter-screen: ATP calcium response change in parental CHO cells; inhibition, % at 5.6 µM; parental CHO-K1, ATP-induced calcium, Fluo-8 fluorescence; actives 0.63% (n = 330,000); AID 463079;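 active = inhibition above that plate's mean sample inhibition plus 3 SD, cut at about 26% in these data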;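 also: 0% = ATP-challenged DMSO wells and 100% = DMSO wells without ATP; some compounds past the cut are filed as inactive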
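Assay system: untransfected parental CHO cell line. Also added: ATP agonist challenge. Dosing: one dose, 5.6 µM nominal. Measured by: Fluo-8 fluorescence. Read-out: % inhibition. Benchmarks: ATP wells versus no-ATP DMSO wells. Repeats: no replicates.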
OXTR potentiate – human OXTR potentiation. CHO-OTR cells, Fluo-8 calcium fluorescence, potentiator mode; 0% = oxytocin EC15, 100% = EC100. activation, % at 3 µM. actives 0.061% (n = 320,000);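 active = activation above that plate's cutoff, the mean activation of tested compounds plus 3 SD, cut at about 6.6% in these data, passing the limit was not always enough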;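 also: 100% uses oxytocin at 75 nM as the full agonist control; some results filed as inactive read as strong as hits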
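Replication – single well per compound, singlicate · Assay system – CHO cell line stably expressing human OTR · Timing – 6 min pre-incubation, 100 s read · Measure – normalized max/min fluorescence ratio, % activation · Doses – 3.0 µM, one dose · Detection – Fluo-8 calcium dye fluorescence · Probe or stimulus – oxytocin near EC15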
M1 ag parental – counter-screen for M1 agonists: effect in parental CHO-K1 cells; Fluo-8 calcium fluorescence; scaled to maximal ATP response, vehicle zero; activation, % at 3 µM; actives 0.48% (n = 360,000); AID 602248; in the data active = activation above about 15%;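 also: untransfected CHO-K1 host cells lacking M1 receptor as counterscreen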
CHO-K1 Ca antag – nonselective inhibitor or artifact in parental CHO-K1 cells | ATP-induced calcium, Fluo-8 fluorescence | inhibition, % at 3 µM | actives 0.6% (n = 360,000);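 active = inhibition above a per-plate cutoff, the plate's mean sample inhibition plus 3 SD, cut at about 24% in these data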;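 also: 0% = DMSO plus EC80 ATP and 100% = DMSO alone without ATP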
TAAR1 agonist – agonists of human TAAR1. Q96RJ0. actives 0.99% (n = 360,000). activation, % at 3 µM. AID 624467. CHO RD-HGA16 TAAR1, Fluo-8 calcium fluorescence; vehicle wells 0%, saturating PEA agonist 100%;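 active = activation above the mean activation of all test compounds in the run plus 3 SD, cut at about 38% in these data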
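Test system: RD-HGA16 (CHO) cells co-expressing Gα16 and hTAAR1 / Benchmarks: DMSO vehicle as 0%, PEA at EC100 as 100% / Repeats: no replicates (n 1) / Measure: % activation from peak over basal fluorescence ratio, DMSO-to-PEA scaled / Timing: 17-24 h plating, Fluo-8 75 min 37 °C, 30 min RT / Technique: kinetic Fluo-8 calcium fluorescence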
V1R ag counter – V1a receptor agonism, counter-screen for OXTR agonists | CHO-V1R cells, Fluo-8 calcium fluorescence, agonist mode; 0% DMSO, 100% 3 nM vasopressin | activation, % at 3 µM | actives 0.25% (n = 320,000) | AID 2797;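 active = activation above the mean activation of all tested compounds plus 3 SD, per screening run, cut at about 20% in these data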;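 also: signal is peak over basal fluorescence ratio across a 100 second FLIPR read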
Target sequence (P37288 whole entry, looked up): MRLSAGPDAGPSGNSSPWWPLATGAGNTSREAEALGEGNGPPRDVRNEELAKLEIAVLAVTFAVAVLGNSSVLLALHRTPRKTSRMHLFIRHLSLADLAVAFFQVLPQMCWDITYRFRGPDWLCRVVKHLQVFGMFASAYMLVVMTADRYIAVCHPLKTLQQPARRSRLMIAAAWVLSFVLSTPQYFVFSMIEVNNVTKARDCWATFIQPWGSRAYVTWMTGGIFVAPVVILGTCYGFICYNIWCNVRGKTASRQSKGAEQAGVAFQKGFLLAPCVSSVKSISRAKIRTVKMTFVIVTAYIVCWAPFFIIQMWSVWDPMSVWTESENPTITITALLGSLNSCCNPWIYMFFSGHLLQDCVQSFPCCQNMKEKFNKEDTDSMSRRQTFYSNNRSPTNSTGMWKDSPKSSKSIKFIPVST
M1 PAM parental – nonselective activator or artifact in parental CHO-K1 calcium assay | activation, % at 3 µM | actives 0.02% (n = 360,000) | ATP EC20, Fluo-8 calcium fluorescence; 0% at ATP EC20, 100% at ATP max;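 active = activation above the run cutoff, the mean activation of all test compounds plus 3 SD, cut at about 40% in these data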;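 also: peak over basal fluorescence ratio in a 140 s read after ATP addition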
* = called active by the depositor; nt = not tested or not shown.

compound	TAAR1 antagonist	CHRM1 agonist	CHO parental Ca	OXTR potentiate	M1 ag parental	CHO-K1 Ca antag	TAAR1 agonist	V1R ag counter	M1 PAM parental
CCN(CC)CCCCCCCCOC(=O)c1cc(OC)c(OC)c(OC)c1	3	-6	-13	-2	1.7	-9	2	3.0	4
CN=C(Nc1cccnc1)c1ccccc1	4	-5	7	-4	1.6	-16	1	1.1	5
CCC(C(=O)NCc1ccc(F)cc1)N(Cc1cccs1)C(=O)c1snc(C(N)=O)c1N (configuration not stated)	45	-4	-18	-9	6.0	14	12	2.0	8
COCCCNC(=O)Cn1cnc2sc(C)c(S(=O)(=O)N3CCN(c4ccccc4OC)CC3)c2c1=O	-7	0	-5	3	1.2	-8	1	-0.7	4
c1cc(SSc2ccncc2)ccn1	2	-1	4	-14	4.1	-3	16	2.9	-3
Cc1ccc(C(CNS(=O)(=O)c2ccccc2)N2CCN(C)CC2)cc1 (configuration not stated)	-37	-4	-28	-8	0.1	-4	3	-0.1	9
CC1CCCC(C)N1C(=O)CCN1C(=O)C2C3C=CC(C3)C2C1=O (configuration not stated)	0	-6	6	-1	0.1	2	13	0.3	-16
CCn1c(C)cc(/C=C2\NC(=O)N(Cc3ccc(Cl)cc3)C2=O)c1C	-5	-1	-20	-13	0.0	-4	1	-0.3	-10
CCOC(=O)c1[nH]ncc1CN1CCC(Cc2cccc(OC)c2)(C(=O)OCC)CC1	-28	-4	-8	2	0.8	-20	3	0.6	12
COc1ccc(NC(=O)c2cc(C(C)C)on2)c(OC)c1	-19	-2	8	-1	0.3	-8	6	-0.7	24
CCc1nnc(NC(=O)c2ccc(S(=O)(=O)N3CCCc4ccccc43)cc2)o1	-20	0	-9	-12	0.8	-12	3	1.6	2
O=C(O)C1CCCCC1C(=O)Nc1ccc(F)cc1F (configuration not stated)	nt	-1	-7	-4	-0.2	-20	nt	0.3	10
CCc1nnc(NC(=O)COC(=O)CN2C(=O)c3ccccc3C2=O)s1	-5	-3	-9	0	-0.2	-6	2	-0.1	13
COc1ccc(C(=O)N/N=C(/C)c2cccc(NC(=O)c3ccccc3F)c2)cc1	-1	-4	-6	-1	1.0	-5	3	0.4	6
COc1ccc(NC(=O)CSc2nc3[nH]c(=O)[nH]c(=O)c3s2)cc1OC	4	-1	6	-4	-0.1	-7	-3	0.6	0

The results go on:
compound	TAAR1 antagonist	CHRM1 agonist	CHO parental Ca	OXTR potentiate	M1 ag parental	CHO-K1 Ca antag	TAAR1 agonist	V1R ag counter	M1 PAM parental
O=C(CC1CCCCC1)Nc1c2c(nn1-c1ccc(F)cc1)CS(=O)(=O)C2	13	-15	-9	-3	0.4	-23	9	-0.4	11
O=C(NCC(c1ccco1)N1CCc2ccccc2C1)c1cccc(F)c1 (configuration not stated)	-26	-5	-1	0	-0.1	9	23	-0.9	-3
Cc1ccc(NC(=S)Nc2ccc(Cl)c(Cl)c2)c(OC(F)F)c1	10	-4	8	-9	9.9	26*	10	5.0	-6
Cc1c(OCC(=O)N2C[C@H]3C[C@@H](C2)c2cccc(=O)n2C3)ccc2c3c(c(=O)oc12)CCCC3	-9	-14	-25	-2	-0.2	5	-1	-0.9	5
CCc1nnc(NC(=O)CSc2nc3[nH]c(=O)cc(O)c3s2)s1	-8	-4	-14	-5	0.3	-15	5	0.9	1
CCS(=O)(=O)N1CCC(C(=O)NCc2cc(OC)ccc2OC)CC1	8	-6	-7	3	0.4	-18	5	0.1	7
CCS(=O)(=O)c1ccc(C=NNc2nc3ccccc3o2)cc1	9	0	nt	nt	0.5	-7	5	nt	19
Cc1cccc(-c2noc(-c3ccoc3C)n2)c1	0	-6	17	-10	2.0	3	6	-1.0	26
N#Cc1cccc(C(=O)OCc2cccc(S(=O)(=O)N3CCOCC3)c2)c1	-10	-1	nt	nt	1.8	2	3	nt	-1
CCOC(=O)/C(C#N)=C/c1ccc(N2CCN(Cc3ccccc3)CC2)cc1	19	-10	-6	-2	0.3	3	15	1.9	3
O=C(O)COC(=O)C1C(c2ccccc2)C(C(=O)O)C1c1ccccc1 (configuration not stated)	-2	-3	4	4	4.0	-4	0	0.3	16
O=C(CCc1nc2ccccc2s1)OCC(=O)c1ccccc1	-10	-8	-18	-8	0.2	3	-1	0.0	13
O=C(NCc1ccccc1Cl)c1ccc(CS(=O)Cc2ccc(Cl)cc2)o1 (configuration not stated)	-34	-3	-8	-8	3.4	-2	1	4.9	1
CCCCCc1nc2c(=O)n(C)c3ccccc3c2o1	-11	-5	-13	0	-0.3	22	5	-2.0	-3
COc1ccc([N+](=O)[O-])cc1NC(=O)Cn1ccc(C(F)(F)F)n1	-14	-4	-12	1	0.1	1	0	0.3	-8

Next part (2 carried over from the part before).
compound	TAAR1 antagonist	CHRM1 agonist	CHO parental Ca	OXTR potentiate	M1 ag parental	CHO-K1 Ca antag	TAAR1 agonist	V1R ag counter	M1 PAM parental
CCCCCc1nc2c(=O)n(C)c3ccccc3c2o1	-11	-5	-13	0	-0.3	22	5	-2.0	-3
COc1ccc([N+](=O)[O-])cc1NC(=O)Cn1ccc(C(F)(F)F)n1	-14	-4	-12	1	0.1	1	0	0.3	-8
COc1ccc(-c2ccc3c(c2)S(=O)(=O)c2cccc(C(=O)NCCOc4ccccc4)c2C3=O)cc1OC	nt	-1	-23	-6	0.6	-15	nt	1.0	14
Cc1cc(C)cc(N(C(=O)c2csnn2)C(C(=O)NC2CCCCC2)c2cccnc2)c1 (configuration not stated)	2	-2	-15	-7	0.2	-14	2	1.8	-4
Cc1ccc(S(=O)(=O)N2Cc3ccccc3CC2C(=O)Nc2cc(C)on2)cc1 (configuration not stated)	1	-2	-16	-8	1.0	-23	17	-1.5	20
Cc1cc(Cl)ccc1NC(=S)NCc1ccc(F)cc1	14	-4	42*	-25	10	-4	4	8.8	-1
C/C(=N\N=C\c1ccccc1F)c1nnn(-c2nonc2N)c1C	17	-6	-16	-1	1.4	-13	-1	-1.0	19
C/C=C\C=C/C(=O)Nc1cccc(C2=NOC3(C2)C[C@@H](C(N)=O)N(C(=O)[C@H]2CCC(=O)N2)C3)c1 (some centres not stated)	nt	-3	-14	-1	0.1	-14	nt	-0.1	26
CC(=O)Nc1ccc(N2C(=O)CSC2c2c(F)cccc2Cl)cc1 (configuration not stated)	-9	-7	0	0	0.8	-1	9	1.2	7
CCCN(C(=O)CSCC(=O)Nc1ccc(OC)cc1)c1c(N)n(Cc2ccccc2)c(=O)[nH]c1=O	-15	-1	-10	1	0.5	-1	2	0.3	18
Cc1cccc(NC(=O)CN2CCc3cc4c(cc3C2C)OCCCO4)c1 (configuration not stated)	-24	-4	-25	-6	7.2	-10	0	7.4	8
CCCCCc1nc2ccccc2c(=O)n1N	2	1	-20	-12	12	0	3	-1.4	13
COc1cc(NC(=S)NCCCN2CCOCC2)c(OC)cc1Cl	17	-3	-7	-5	-0.8	-3	1	0.5	-1
CC(C)(C)OC(=O)N1CCC(c2c(C(=O)NC3CC3)cnn2-c2ccccc2)CC1	11	-4	-16	-4	0.9	8	1	-0.7	-5
O=C(CC(=O)c1ccccc1)Nc1cccnc1	4	-7	-8	-8	0.8	-9	7	0.1	21
CCN(CC)CCCNC(=O)CC1Sc2ccccc2NC1=O (configuration not stated)	13	-5	5	-2	0.2	-4	6	-0.8	15
O=C(CNC(=O)c1ccc(F)cc1)N/N=C/c1cc(Br)ccc1OCc1ccccc1	28	-6	-16	-7	0.7	-1	14	-0.4	13

Looked up by compound from the list above (2):
compound	TAAR1 antagonist	CHRM1 agonist	CHO parental Ca	OXTR potentiate	M1 ag parental	CHO-K1 Ca antag	TAAR1 agonist	V1R ag counter	M1 PAM parental
CC(C)(C)OC(=O)N1CCC(c2c(C(=O)NC3CC3)cnn2-c2ccccc2)CC1	11	-4	-16	-4	0.9	8	1	-0.7	-5
COc1cc(NC(=S)NCCCN2CCOCC2)c(OC)cc1Cl	17	-3	-7	-5	-0.8	-3	1	0.5	-1

Quoted from the listing (three entries):
compound	TAAR1 antagonist	CHRM1 agonist	CHO parental Ca	OXTR potentiate	M1 ag parental	CHO-K1 Ca antag	TAAR1 agonist	V1R ag counter	M1 PAM parental
O=C(CC(=O)c1ccccc1)Nc1cccnc1	4	-7	-8	-8	0.8	-9	7	0.1	21
CCN(CC)CCCNC(=O)CC1Sc2ccccc2NC1=O (configuration not stated)	13	-5	5	-2	0.2	-4	6	-0.8	15
O=C(CNC(=O)c1ccc(F)cc1)N/N=C/c1cc(Br)ccc1OCc1ccccc1	28	-6	-16	-7	0.7	-1	14	-0.4	13

Additional compounds:
compound	TAAR1 antagonist	CHRM1 agonist	CHO parental Ca	OXTR potentiate	M1 ag parental	CHO-K1 Ca antag	TAAR1 agonist	V1R ag counter	M1 PAM parental
Cc1cccc(NC(=O)CN2CCN(C(=O)c3cncn3-c3ccc(F)cc3)CC2)c1C	-3	-4	-11	-9	0.1	1	10	0.1	-2
Cc1ccc(C(=O)NC(=S)NNC(=O)c2cccc([N+](=O)[O-])c2)cc1	17	3	nt	nt	6.5	-13	83*	nt	19
O=C(COC(=O)c1cc(Br)ccc1Cl)NC(=O)NCc1ccccc1	3	-6	-3	-12	0.3	-3	5	1.0	22
CCCSc1nsc(NC(=O)Nc2ccc(F)cc2F)n1	9	2	22	-22	4.7	7	7	11	-3
Cc1ccc(S(=O)(=O)N2CCOCC2)cc1C(=O)NCc1ccc2c(c1)OCO2	-24	-3	-13	4	0.4	-5	8	1.5	-2
Nc1nc(Nc2cccc(F)c2)nc(N2CCOCC2)c1[N+](=O)[O-]	-16	-2	-8	0	1.8	-2	4	-1.2	-4
C[C@H]1Cn2cnc(C(=O)Nc3ccccc3)c2C(=O)N1	-32	-4	nt	nt	0.2	-8	8	nt	5
O=C(c1cc(-c2ccccc2)on1)N1CCc2ccccc2C1	-1	-8	-10	-6	0.2	2	48*	-0.6	2
CCOC(=O)C1CCN(C(=O)COC(=O)c2ccc([N+](=O)[O-])o2)CC1	-3	-4	-6	2	0.0	-16	1	0.2	8
Cc1ccc(-c2cc(C(=O)N3CC(C)OC(C)C3)c3ccccc3n2)o1 (configuration not stated)	3	-3	10	-6	1.1	-15	2	-0.9	13

In the list so far, these contain a thiophene ring, fused or not:
compound	TAAR1 antagonist	CHRM1 agonist	CHO parental Ca	OXTR potentiate	M1 ag parental	CHO-K1 Ca antag	TAAR1 agonist	V1R ag counter	M1 PAM parental
CCC(C(=O)NCc1ccc(F)cc1)N(Cc1cccs1)C(=O)c1snc(C(N)=O)c1N (configuration not stated)	45	-4	-18	-9	6.0	14	12	2.0	8
COCCCNC(=O)Cn1cnc2sc(C)c(S(=O)(=O)N3CCN(c4ccccc4OC)CC3)c2c1=O	-7	0	-5	3	1.2	-8	1	-0.7	4
